# p-CIP stab down – lowers stability of the mouse p/CIP coactivator protein. Q05BA5. F442A p/CIP-EGFP cells, EGFP fluorescence, 16 h. decrease of EGFP signal, % at 10 µM. actives 0.01% (n = 290,000);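 active means EGFP signal decrease of at least 30% at 10 µM or well 3 SD below plate mean, unless failing retest; inactive means the rest, including hits failing retest or dose response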; further: some compounds called inactive have numbers as strong as hits; many of its hits are not listed in these tables
# NS3 helicase inh – inhibitors of Hepatitis C virus NS3 helicase | NS3 helicase DNA unwinding, Cy5 molecular beacon fluorescence | actives 0.56% (n = 290,000) | inhibition, % at 10.9 µM;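 active means inhibition above the mean of all tested compounds plus 3 SD, set per campaign, cut at about 35% in these data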;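 further: 0% = DMSO wells and 100% = thioflavine S control wells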
#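 test system = hepatitis C virus NS3 helicase domain fragment enzyme | reagent = annealed dual-labelled DNA beacon duplex, ATP-started | times = 1 h at 25 °C | detection = Cy5 fluorescence, 0 and 60 min reads | read-out basis = percent inhibition from t60/t0 fluorescence ratio | control set = DMSO and thioflavine S | replication = one well per compound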
# VIM-2 inhibitor – inhibitors of Pseudomonas aeruginosa VIM-2 metallo-beta-lactamase; purified VIM-2, nitrocefin hydrolysis, epi-absorbance fluorescence; inhibition, % at 5.6 µM; actives 0.89% (n = 290,000);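 active means inhibition above the mean of all tested compounds plus 3 SD, cutoff set per screening run, cut at about 7.5% in these data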;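 further: red hydrolysis product quenches plate fluorescence so inhibitors raise well fluorescence; 0% = enzyme with DMSO and 100% = DMSO without enzyme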
# IMP-1 inhibitor – blocks Pseudomonas aeruginosa IMP-1 metallo-beta-lactamase. purified IMP-1, nitrocefin hydrolysis, epi-absorbance fluorescence. inhibition, % at 5.6 µM. actives 0.45% (n = 290,000). AID 1556;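 active means inhibition above the mean plus 3 SD of all compounds in the same screening run, cut at about 4.5% in these data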;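 further: 0% = IMP-1 with DMSO and 100% = DMSO wells lacking enzyme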
#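 system = purified recombinant IMP-1 beta-lactamase | amount = 0.2 nM IMP-1, as dispensed | medium = HEPES buffer pH 7.1 with ZnSO4 and Brij 35 | times = 25 °C, 15 min preincubation, 25 min reaction | detection = plate fluorescence quenching by hydrolysis product, ex 480/em 530 nm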
# UBC9 SUMO inh – inhibitors of human SUMOylation (UBC9) | HTRF SUMOylation assay, SAE1/SAE2 + UBC9, in vitro | inhibition, % at 35 µM | actives 0.36% (n = 290,000) | P63279 | AID 2006; in the data active means inhibition above about 50%, passing the limit was not always enough; further: strong numbers were not always called active
# Starred values were filed as active, the others as inactive; nt = not tested or not shown.
p-CIP stab down	structure	NS3 helicase inh	VIM-2 inhibitor	IMP-1 inhibitor	UBC9 SUMO inh
11.0	Cc1nc(NC2=NCN(Cc3ccc4c(c3)OCO4)CN2)nc2ccccc12	nt	nt	nt	8.1
1.0	COc1cc(OC)c(-c2nn3c(-c4cccnc4)nnc3s2)cc1OC	nt	nt	nt	21.4
14.3	Cc1nc2ccc(NC(=O)Cn3cnc4c3c(=O)n(C)c(=O)n4C)cc2s1	nt	nt	nt	-14.5
-1.3	C/C=C/C(=O)N1CC2(CC(c3cccc(NC(=O)CCCCC)c3)=NO2)C[C@H]1C(N)=O (some centres not stated)	nt	nt	nt	13.7
5.0	Cc1cc(NC(=O)c2cc3nc4c(c(C(F)(F)F)n3n2)CCc2ccccc2-4)no1	nt	nt	nt	11.2
-0.9	C#CCOCCOCCOCCNc1nc(N2CCN(C(=O)C([C@@H](C)CC)n3cc(C(N)CO)nn3)CC2)nc(N2CCN(C(=O)[C@H](CCC(=O)O)n3cc(C(N)Cc4ccc(O)cc4)nn3)CC2)n1 (some centres not stated)	nt	nt	nt	1.7
-1.2	C[n+]1nc(Nc2cccc(F)c2)sc1-c1ccc(C(=O)O)cc1	nt	nt	nt	3.9
-16.8	COc1ccc2c(=O)c3c(=O)n(Cc4ccco4)c(C4CCCCC4)nc3oc2c1	nt	nt	nt	4.7
-29.9	O=c1[nH]c(CN2CCN(Cc3ccc4c(c3)OCO4)CC2)nc2sc3c(c12)CCC3	nt	nt	nt	15.0
1.4	Cc1ccc2nc(NC3=NCN(Cc4ccccc4)CN3)nc(C)c2c1	nt	nt	nt	7.2
-18.6	O=C1C(=O)N(CCCn2ccnc2)C(c2ccccn2)/C1=C(/O)c1ccccc1 (configuration not stated)	nt	nt	nt	17.5
-13.5	CCCOc1cccc(C2/C(=C(/O)c3ccncc3)C(=O)C(=O)N2CCCN(C)C)c1 (configuration not stated)	nt	nt	nt	1.4
10.3	CCCn1c(=O)c2ccccc2n2c(SCC(=O)c3ccc(F)cc3)nnc12	nt	nt	nt	6.7
12.2	COc1nc2cc(C)ccc2cc1-c1noc(-c2cccnc2)n1	nt	nt	nt	-35.7
-13.4	CCCCC1=CC2=C(c3ccco3)C(=O)C(C)(OC(=O)c3ccc(OC)cc3)C(=O)C2=CN1Cc1ccc(OC)cc1 (configuration not stated)	nt	nt	nt	17.9
-7.5	CCCCCn1c2nc3ccccc3nc2c2c(=O)n(CC3CCCO3)c(C)nc21 (configuration not stated)	nt	nt	nt	-1.3
-6.8	Cc1ccccc1-c1nnc2s/c(=C\c3ccc(N(C)C)cc3)c(=O)n12	nt	nt	nt	36.7
0.3	CCn1c(=N)c(C(=O)NCc2cccnc2)cc2c(=O)n3cccc(C)c3nc21	nt	nt	nt	14.9
-0.8	CCNC(=O)CSc1nc2cc(OC)c(OC)cc2c(=O)n1CCC1=CCCCC1	nt	nt	nt	11.4
-0.6	COc1cc(OC)c(-c2nn3c(-c4ccncc4)nnc3s2)cc1OC	nt	nt	nt	9.2
5.6	CCc1c(C)nc2ncnn2c1N1CCC(C(=O)N2CCN(c3ccccc3)CC2)CC1	nt	nt	nt	4.4
-3.2	O=c1c2c3nc4ccccc4nc3n(-c3ccc4c(c3)OCCO4)c2ncn1CC1CCCO1 (configuration not stated)	nt	nt	nt	15.3
2.5	COc1ccc(C(=O)Cn2c(N3CCOCC3)nc3ccccc32)cc1OC	nt	nt	nt	9.3
2.0	CCC(CC)C(=O)NCCc1cc2ccc(C)c(C)c2[nH]c1=O	nt	nt	nt	1.8
14.3	Cc1ccnc(NC(=O)c2c(O)c3ccccc3n(C)c2=O)c1	nt	nt	nt	-14.5
3.9	CCn1c(SCc2nnc(-c3ccccc3)o2)nc2c1c(=O)n(C)c(=O)n2C	nt	nt	nt	3.6
0.0	Cc1cc(NC(=O)CN2CC3CC(C2)c2cccc(=O)n2C3)nc2c1c(=O)oc1ccccc12 (configuration not stated)	nt	nt	nt	1.3
-2.7	CCCCNc1n[n+](C)c(-c2cccc(C)c2)s1	nt	nt	nt	-11.6
3.2	O=C1CC(c2ccc(F)cc2)Cc2nc(N3CCc4ccccc43)ncc21 (configuration not stated)	nt	nt	nt	16.4
-9.0	Cn1c(=O)c2cnc(N3CCOCC3)nc2n(C)c1=O	nt	nt	nt	3.5
-2.0	O=c1c2ccccc2oc2nc(-c3ccco3)n(CCc3ccccc3)c(=O)c12	nt	nt	nt	-1.9
-2.3	COc1cc2c(c(O)c1OC)-c1c(cc(OC)c(OC)c1O)[C@@H](OC(=O)c1ccccc1)[C@@](C)(O)[C@@H](C)[C@@H]2OC(C)=O	nt	nt	nt	0.7
-32.2	Cc1nc2c(c(=O)n1Cc1ccccc1Cl)c1nc3ccccc3nc1n2Cc1ccco1	nt	nt	nt	43.5
0.6	COc1cc2cc(C)c3nnc(SCC(N)=O)n3c2cc1OC	nt	nt	nt	23.4
0.4	COC(=O)c1cc(Br)c(=O)n(-c2ccc(C(C)=O)cc2)c1	nt	nt	nt	-9.4
-9.5	CN1C(=O)c2oc3ccc(Br)cc3c(=O)c2C1c1ccncc1 (configuration not stated)	nt	nt	nt	10.7
-10.9	N#Cc1c2c(c(N3CCN(CCO)CC3)n3c1nc1ccccc13)CCCC2	nt	nt	nt	18.8
-3.5	CCCCNC(=O)c1cc2c(=O)n3cccc(C)c3nc2n1C	nt	nt	nt	13.3
-12.3	CC(C)CCn1c(=O)c2ccccc2n2c(COC(=O)c3ccc(S(=O)(=O)N(C)C)cc3)nnc12	nt	nt	nt	11.7
-6.4	CCOC(=O)N1CCN(Cc2nc3c(c(=O)n(C)c(=O)n3C)n2Cc2cc(C)ccc2C)CC1	nt	nt	nt	9.3
-8.0	Clc1ccc(-c2nnc3sc(-c4ccco4)nn23)c(Cl)c1	nt	nt	nt	11.3
-0.8	Cn1c(=O)c2c(nc(Oc3ccccn3)n2C)n(C)c1=O	nt	nt	nt	15.2
-11.5	CCn1cc(C(=O)O)c(=O)c2cnc(N3CCN(C(=O)Nc4cccc5ccccc45)CC3)nc21	nt	nt	nt	32.8
1.8	Cc1nc(NC2=NCN(CCc3ccccc3)CN2)nc2ccccc12	nt	nt	nt	0.7
-9.2	CSc1nnc2n(C3CCCCC3)c(=O)c3c4c(sc3n12)CCCC4	nt	nt	nt	15.3
-1.8	Cc1ccc(NC2=NC(c3ccco3)n3c(nc(C)cc3=O)N2)c(C)c1 (configuration not stated)	nt	nt	nt	0.8
-5.8	Cc1oc(-c2ccc(Cl)cc2)cc1-c1nn2c(-c3ccco3)nnc2s1	nt	nt	nt	34.8
-5.5	Cn1c(=O)c2c(nc(Br)n2Cc2c(F)cccc2Cl)n(C)c1=O	nt	nt	nt	21.3
-2.1	CCOc1ncccc1C(=O)OCC(=O)Nc1cc(C(=O)OC)ccc1C(=O)OC	nt	nt	nt	16.0
6.2	Cc1nc2cc(-c3ccc(F)cc3)nn2c(N2CCOCC2)c1C	nt	nt	nt	-3.9
2.3	COc1ccc(CCN(Cc2cc3cc4c(cc3[nH]c2=O)OCO4)C(C)=O)cc1OC	nt	nt	nt	44.5
-5.2	CCOC(=O)C1=C(N)n2c(s/c(=C\c3cccnc3)c2=O)=C(C(=O)OCC)C1c1cccnc1 (configuration not stated)	nt	nt	nt	6.5
-6.1	CCCn1c(SCC(=O)Nc2nnc(CC)s2)nc2c1c(=O)n(C)c(=O)n2C	nt	nt	nt	14.7
-2.8	COc1ccc(N2CCCn3c2nc2c3c(=O)n(Cc3ccccc3F)c(=O)n2C)cc1	nt	nt	nt	21.7
5.4	C#CCOCCOCCOCCNc1nc(N2CCN(C(=O)[C@H]([C@@H](C)CC)n3cc([C@@H](N)CO)nn3)CC2)nc(N2CCN(C(=O)[C@H]([C@@H](C)CC)n3cc([C@@H](N)CO)nn3)CC2)n1	nt	nt	nt	-9.8
-5.9	CCOC(=O)c1sc(NC(=O)C2CCCO2)c(C(=O)OCC)c1C (configuration not stated)	nt	nt	nt	-8.7
-0.4	C#CCOCCOCCOCCNc1nc(N2CCN(C(=O)[C@H](CCC(=O)O)n3cc(C(N)CO)nn3)CC2)nc(N2CCN(C(=O)[C@H](CCC(=O)O)n3cc(C(N)CO)nn3)CC2)n1 (some centres not stated)	nt	nt	nt	7.8
-10.1	Clc1ccc(-c2nn3c(-c4cccc(Cl)c4)nnc3s2)cc1	nt	nt	nt	19.6
-23.8	N#CC(c1nc2ccccc2nc1N1CCCCC1)S(=O)(=O)c1ccc(Cl)cc1 (configuration not stated)	nt	nt	nt	74.9*
-3.3	Cc1nnc2c3cnn(-c4ccc(Cl)cc4)c3ncn12	nt	nt	nt	4.9

# Rewritten with values under each structure: part of the list above
# The line under a structure holds: p-CIP stab down, NS3 helicase inh, VIM-2 inhibitor, IMP-1 inhibitor, UBC9 SUMO inh
> CCOC(=O)c1sc(NC(=O)C2CCCO2)c(C(=O)OCC)c1C (configuration not stated)
→ -5.9, nt, nt, nt, -8.7
> C#CCOCCOCCOCCNc1nc(N2CCN(C(=O)[C@H](CCC(=O)O)n3cc(C(N)CO)nn3)CC2)nc(N2CCN(C(=O)[C@H](CCC(=O)O)n3cc(C(N)CO)nn3)CC2)n1 (some centres not stated)
→ -0.4, nt, nt, nt, 7.8
> Clc1ccc(-c2nn3c(-c4cccc(Cl)c4)nnc3s2)cc1
→ -10.1, nt, nt, nt, 19.6

# The listing continues.
p-CIP stab down	structure	NS3 helicase inh	VIM-2 inhibitor	IMP-1 inhibitor	UBC9 SUMO inh
-8.7	COc1ccc(NC(=O)Cc2nn(C)c(=O)c3ccccc23)c2ncccc12	nt	nt	nt	26.0
-8.3	Nc1c(C(=O)NC2CCCCC2)c2nc3ccccc3nc2n1/N=C/c1ccco1	nt	nt	nt	12.0
4.2	COc1ccc(N2CCn3c2nc2c3c(=O)n(CCCc3ccccc3)c(=O)n2C)cc1	nt	nt	nt	8.9
1.7	CCN(CC)CCCN1C(=O)C(=O)/C(=C(/O)c2ccc3c(c2)CC(C)O3)C1c1cccnc1 (configuration not stated)	nt	nt	nt	-19.6
-7.0	O=C(N1CCCC1)N1CCN(c2ncnc3c(-c4ccc(Cl)cc4)nsc23)CC1	nt	nt	nt	15.7
-22.0	CCn1c(SCC(=O)c2cc(OC)ccc2OC)nc2c1c(=O)n(C)c(=O)n2C	nt	nt	nt	3.9
-5.1	CN(C)CCCN1C(=O)C(=O)/C(=C(/O)c2ccccc2)C1c1ccccn1 (configuration not stated)	nt	nt	nt	4.3
-1.9	COc1ccc(N2CCN(Cc3cc(=O)oc4c3ccc3ccccc34)CC2)cc1	nt	nt	nt	12.6
9.0	Cc1nc2cc(-c3cccc(Cl)c3)nn2c(N2CCN(C(=O)c3ccco3)CC2)c1C	nt	nt	nt	3.7
nt	N=c1c(S(=O)(=O)c2ccccc2)cc2c(=O)n3ccccc3nc2n1CCN1CCOCC1	-0.6	0.5	-2.2	nt
nt	CCc1c(C)nc(/N=C(/NC(=O)c2ccccc2)Nc2ccccc2OC)[nH]c1=O	0.4	-1.3	-2.2	nt
nt	Fc1cccc(-c2cc3nc4c(c(N5CCN(c6cnccn6)CC5)n3n2)CCCC4)c1	-5.8	-3.5	-0.1	nt
nt	CCC(=O)Nc1ccc(-c2nn3c(C)nnc3s2)cc1	12.2	-0.7	1.0	nt
nt	COC(=O)Cc1cc(=O)[nH]c(/N=C(/NC(=O)c2ccccc2)Nc2ccccc2C)n1	-4.1	-1.3	-1.2	nt
nt	CCCCOc1ccc(C(=O)CCNC(C(=O)O)C(C)CC)cc1 (configuration not stated)	3.8	-2.6	-3.4	nt
nt	O=C(NCCN1CCOCC1)c1cc2cc(Cl)cc(Cl)c2oc1=O	-0.9	-1.3	-5.3	nt
nt	O=C(O)C(CC(=O)N1CCOCC1)NCc1ccccc1 (configuration not stated)	-0.5	-2.5	-3.9	nt

# Single records, from the list above:
# `COc1ccc(N2CCn3c2nc2c3c(=O)n(CCCc3ccccc3)c(=O)n2C)cc1` as listed: p-CIP stab down: 4.2; NS3 helicase inh: nt; VIM-2 inhibitor: nt; IMP-1 inhibitor: nt; UBC9 SUMO inh: 8.9
# `CCn1c(SCC(=O)c2cc(OC)ccc2OC)nc2c1c(=O)n(C)c(=O)n2C` as listed: p-CIP stab down: -22.0; NS3 helicase inh: nt; VIM-2 inhibitor: nt; IMP-1 inhibitor: nt; UBC9 SUMO inh: 3.9

# Screening results as filed in PubChem BioAssay.

# These rows are one share of the data; rates above refer to the full screens.
